Screening data (PubChem BioAssay)
D3 antag: antagonists of human D3 dopamine receptor; max response, negative = inhibition, %; 2.5% of 360,000 active; D3R cells, DiscoveRx beta-arrestin luminescence, antagonist mode; active compounds read low; in the data active = max response below about -50%; inconclusive = no clear call, values can overlap the other calls; also: % is scaled to controls: 0 for no effect and ±100 for the full control effect; mostly tested at two doses, the higher about 12 µM
Target sequence (P35462 whole entry, looked up): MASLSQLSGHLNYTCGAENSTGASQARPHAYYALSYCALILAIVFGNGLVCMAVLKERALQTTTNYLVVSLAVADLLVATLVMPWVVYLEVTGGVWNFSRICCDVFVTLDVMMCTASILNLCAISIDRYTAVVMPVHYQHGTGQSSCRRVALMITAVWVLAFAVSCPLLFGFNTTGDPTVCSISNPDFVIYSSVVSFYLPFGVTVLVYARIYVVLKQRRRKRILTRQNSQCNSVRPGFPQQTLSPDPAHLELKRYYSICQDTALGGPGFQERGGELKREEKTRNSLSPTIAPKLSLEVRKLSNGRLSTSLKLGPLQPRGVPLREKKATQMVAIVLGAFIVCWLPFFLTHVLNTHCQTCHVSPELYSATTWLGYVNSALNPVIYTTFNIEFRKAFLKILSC
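Cells plated overnight at 1500 cells/well, then exposed to library compounds with dopamine controls for 90 minutes at 37 degrees C. DiscoveRx reagent added for 30–60 minutes at room temperature; luminescence read, quantitative HTS format.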
TDP-43 yeast inh: inhibitors of TDP-43 toxicity in yeast; TDP-43 expressing yeast growth rescue, BacTiter-Glo, 24 h; 1.8% of 410,000 active; AID 652104; Potency, µM (titrated, usually from 46.1 µM), without a hit: at the top dose growth rescue (activation), actives largely listed as activators; also: potency is read from the fitted curve at half-maximal effect; % of control where 0% means no effect; nearly all actives have a fitted effect of over 50% in size
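Luminescence from BacTiter-Glo reports growth of TDP-43-expressing yeast after 24 hr at 30 deg C with compound. Cells were raffinose-pregrown to mid-log, then seeded in galactose medium at OD600=0.02.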
DRD3 agonist: agonists of human D3 dopamine receptor; max activation, %; D3R DiscoveRx beta-arrestin cells, luminescence, 90 min; 0.58% of 410,000 active; AID 652048; in the data active = max activation above about 30%; also: 0% is about no effect; mostly tested at two doses, the higher about 12 µM
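Agonist mode: compounds and dopamine controls were applied to plated cells for 90 min at 37 degrees C after an overnight attachment at 1500 cells/well. Luminescent read-out followed 30 - 60 minutes at room temperature with DiscoveRx detection reagent.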
aSyn yeast inh: inhibitors of alpha-synuclein toxicity in yeast; 0.14% of 370,000 active; Potency, µM (series often up to 46.1 µM), inactives show at the top dose growth rescue (activation), most hits filed as activators; Yeast expressing alpha-synuclein, growth rescue, BacTiter-Glo, 24 h; also: potency is read from the fitted curve at half-maximal effect; % of control where 0% means no effect; nearly all actives have a fitted effect of over 65% in size
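Rescue of yeast growth: cells expressing toxic alpha-synuclein, induced in galactose at OD600 0.02, incubated with compound 24 h at 30 C. ATP luminescence quantified growth; inhibitors of toxicity appear as activators.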
Abeta rescue: A-beta toxicity reversal in yeast | yeast expressing A-beta42, growth rescue, OD600, 48 h; response scale: 0% DMSO, 100% iron-clioquinol control | Potency, µM (titrated, usually from 46.1 µM), without a hit: top-dose growth rescue, usual class: activators | 0.063% of 410,000 active | AID 1347071; also: potency is read from the fitted curve at half-maximal effect; nearly all actives have a fitted effect of over 55% in size
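Yeast A-beta toxicity model in growth medium with pinned compounds, 48 h at 30 C; growth read as absorbance at 600 nm. Normalized to FeCl3/clioquinol equimolar mix (positive) and DMSO (negative).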
EPAC2 agonist: activates human EPAC2 exchange factor; AID 720711; Potency, µM (series often up to 154 µM), without a hit: top-dose activation, most hits filed as activators; 0.079% of 360,000 active; EPAC2 activation, biochemical qHTS; response scale: 100% = 6.5 mM cAMP response; also: potency is read from the fitted curve at half-maximal effect; nearly all actives have a fitted effect of over 50% in size
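Readout is BODIPY fluorescence (480 nm excitation, 540 nm emission), which falls as labeled GDP is exchanged off Rap1B. EPAC2 at 100 nM acted on 250 nM RAP1B-BODIPY-GDP with 50 uM GDP present.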
EPAC2 antagonist: blocks human EPAC2 exchange factor. Q8WZA2. EPAC2 GEF exchange of Rap1B-BODIPY-GDP, fluorescence. Potency, µM (doses to about 114 µM), inactives show at the highest dose activity, negative = inhibition, most hits filed as inhibitors. 0.18% of 360,000 active. AID 720708; also: potency is read from the fitted curve at half-maximal effect; % is scaled to controls: 0 for no effect and ±100 for the full control effect; nearly all actives have a fitted effect of over 45% in size; many of its hits are not listed in these tables
FUS suppressor: suppressors of FUS proteinopathy in yeast; S. cerevisiae FUS-expressing, growth rescue, OD600, 24 h; Potency, µM (series often up to 76.6 µM), for the others: at the top dose growth rescue (activation), usual class: activators; 0.24% of 390,000 active; AID 1347120;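 also: potency is read from the fitted curve at half-maximal effect; plate controls were DMSO vehicle for no effect and reference control for full effect; nearly all actives have a fitted effect of over 55% in size; some results filed as inactive show a strong effect at the top dose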
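Compound concentration series was pinned onto galactose-induced FUS-expressing yeast seeded at OD 0.005. Plates sat 24hr at 30C; absorbance at 600 nm gave growth. DMSO served as background control.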
Active calls of the source: *; ? = inconclusive; nt = no result given; [ ] = remark or other dose. Unless noted, calls follow the shape of the dose curve; as a rule, active = well fitted curve in the direction sought with a large enough effect; inconclusive = small, poorly fitted or top-dose-only effect, or another doubt; inactive = no such curve, though single readings can be large; an effect the other way counts as inactive or inconclusive. The list is partial, so the mix of outcomes need not match the whole.

canonical_smiles | TDP-43 yeast inh | FUS suppressor | EPAC2 agonist | D3 antag | EPAC2 antagonist | aSyn yeast inh | Abeta rescue | DRD3 agonist
COc1cc(OC)c(NS(=O)(=O)c2cc3c(cc2C)NC(=O)CO3)cc1Cl | 0.0%[9.22 µM] | -18.1% | nt | nt | nt | nt | -21.0% | 1.9
CCc1c(O)nc(SCC(=O)Nc2ccccc2OC)n(-c2ccccc2C)c1=O | -7.4% | ? | -8.3% | 0.5 | -2.1% | 4.0% | -1.7% | -12.1
COc1cccc(C2=NOC(C(=O)NCc3cccnc3)C2)c1 (stereo unspecified) | -10.1% | -10.6% | -1.0% | 6.7 | 3.6% | 3.9% | 6.7% | -6.3
CCOC(=O)C(=O)N(C)c1c(CC)nc2c(OCc3cc(Cl)cc(Cl)c3)cccn12 | 23.6% | 30.1% | 26.5% | -27.7 | -12.2% | 14.4% | -9.5% | -6.1
CC[n+]1c(/C=C/C=C/N(C(C)=O)c2ccccc2)sc2cc(OC)ccc21 | 4.2% | nt | ? | -24.2 | 46.4%[activator] | -9.2% | -13.0% | 3.9
COc1ccc(CNC(=O)CN2CCN(C(c3ccccc3)c3ccccc3)CC2)cc1 | -10.6%[0.397 µM] | 20.6% | 10.2% | -20.4 | ? | 14.0% | 2.8% | -26.1
COc1ccc(Cl)cc1NC(=O)c1cc(S(=O)(=O)N2CCC(C)CC2)cn1C | ? | 10.8% | nt | nt | nt | nt | 9.1% | -0.1
CCn1c2ccccc2c2cc(NC(=O)CSc3nnc(-c4cccc(OC)c4)n3N)ccc21 | 12.3% | 33.2% | 10.8% | 9.7 | -0.7% | -10.5% | 12.8% | -6.8
O=C(c1ccco1)N1CCN(C2CC(=O)N(c3ccc4c(c3)OCO4)C2=O)CC1 (stereo unspecified) | -8.5% | 3.7% | 0.0% | -13.7 | 9.2% | -6.3% | 2.9% | -3.4
CCOc1ccc(NC(=O)N2CCN(Cc3ccc4c(c3)OCO4)CC2)cc1 | -0.3% | 19.2% | 2.3% | -13.6 | -0.5% | 0.6% | -13.0% | -9.6
Cc1ccc(NC(=O)CSC(C)C(=O)NCCc2ccccn2)cc1 (stereo unspecified) | -4.4% | -6.1% | -1.4% | 1.6 | 2.4% | -7.6% | -19.6% | 5.8
COc1ccc(N2CCN(c3ccc(-c4nc(-c5cccc(C)c5)no4)cc3[N+](=O)[O-])CC2)cc1 | -3.7% | 3.5% | nt | nt | nt | nt | -11.0% | -10.3
Cc1ccc(-n2nc3c(c2NC(=O)CC(C)C)CS(=O)(=O)C3)cc1 | 15.1% | 7.1% | 10.7% | 7.4 | 4.2% | -1.2% | nt | 5.0
CC(=O)C1=C(c2ccccc2)NC(=O)NC1c1ccc2c(c1)OCO2 (stereo unspecified) | -25.2% | 8.4% | 10.0% | -23.2 | -2.5% | -10.4% | -4.5% | 1.4
CCCNC(=O)c1ccc2c(c1)N=C(CCC)c1ccccc1S2 | 20.4% | -7.4% | nt | nt | nt | nt | -4.0% | -11.2
COc1ccc(C2=NN(C(=O)COc3ncnc4ccccc34)C(c3ccco3)C2)cc1 (stereo unspecified) | -8.8%[9.22 µM] | 4.5% | 0.6% | -20.5 | -1.9% | 0.0% | -2.6% | -6.9
CCOC(=O)[C@@H]1[C@H]2COc3ccc(Br)cc3[C@@H]2N2C(=O)N(c3ccc(C)cc3)C(=O)[C@@]12C | 3.7% | 35.8% | 19.2% | 3.1 | -0.4% | 2.1% | 6.4% | -5.6
CCS(=O)(=O)N1CC(=O)N(c2ccc(C)c(C)c2)C(C)(C(=O)NC2CCCCCC2)C1 (stereo unspecified) | 2.2% | 6.2% | nt | nt | nt | nt | -20.4% | 0.7
O=C(Cn1c(=O)oc2ccccc21)NC(=O)NCc1ccccc1 | -1.2% | 14.1% | -3.8% | 2.6 | -6.0% | 0.8% | -5.4% | -3.1
CCOC(=O)C1CCCN(C(=O)Cn2ncc3c(=O)oc4ccc(C)cc4c32)C1 (stereo unspecified) | 0.4% | -18.1% | 12.0% | -0.2 | 0.4% | -3.6% | -4.4% | 0.5
O=C(COC(=O)COc1ccccc1[N+](=O)[O-])Nc1cccc(Br)c1 | 5.7% | nt | 6.1% | ? | -9.3% | -7.5% | 6.9% | 4.7
Cc1ccc2[nH]c(=O)c(C(c3nnnn3CCc3ccccc3)N3CCOCC3)cc2c1 (stereo unspecified) | -7.8% | 20.9% | 5.3% | 0.2 | 13.5% | -2.2% | 24.1% | 0.0
CCOC(=O)/C=c1\s/c(=C\c2ccc3cc(OC)ccc3c2)c(=O)n1CC(=O)NCC1CCCO1 (stereo unspecified) | 5.1% | -7.5% | 5.7% | 0.0 | 33.4%[activator] | 2.1% | 0.0% | 2.2
Cc1nn(C)c(C(=O)NC(=S)Nc2ccccc2O)c1Cl | 12.0% | -4.8% | 10.7% | ? | 6.1% | 0.4% | 16.5% | -12.2
O=C(NCc1ccccc1)c1cc(C2CCCN(C(=O)CCCc3ccccc3)C2)on1 (stereo unspecified) | 35.5µM* | 38.6% | 15.4% | 0.2 | -7.9% | -2.7% | -1.9% | -4.5
CC1CCCC(C)N1C(=O)CN1CCN(c2nc(-c3ccc(F)cc3)cs2)CC1 (stereo unspecified) | -18.5% | 15.2% | 17.6% | 18.1 | -17.9% | -12.6% | -2.8% | 12.5
COc1ccccc1NS(=O)(=O)c1ccc(C(=O)NCC(c2cccs2)N2CCOCC2)cc1 (stereo unspecified) | 9.7% | 4.8% | 9.3% | -7.2 | 0.9% | -14.3% | -9.7% | -1.0
C=CCNC(=O)c1ccc(N(Cc2ccc(Cl)cc2)S(C)(=O)=O)cc1 | 5.1% | 6.1% | 6.3% | 14.2 | -3.1% | 2.0% | 5.9% | 2.7
CCOC(=O)/C(C#N)=C/c1ccc(-c2ccsc2C(=O)OC)o1 | 20.3% | -15.7% | 21.5% | 9.1 | 10.6% | -6.8% | 11.0% | 5.4
COc1ccccc1Cc1nc2ccccc2nc1SCC(=O)NCc1ccc(F)cc1 | 19.7% | 25.3% | nt | nt | nt | nt | -8.8% | -8.2
O=C(Nc1c(-c2ccccc2)[nH][nH]c1=O)c1ccc(-c2ccccc2)cc1 | ? | 1.4% | 5.6% | -21.8 | 4.9% | -33.1%[inhibitor] | -86.1%[inhibitor] | -14.3
COP(=O)(OC)OC(C(=O)c1ccccc1)c1ccc(Cl)cc1 (stereo unspecified) | -0.2% | 0.5% | 7.4% | -24.8 | -20.9% | 11.8% | -18.8% | -12.6
CS(=O)(=O)c1ccc(Cl)c(NC(=O)CN2CCN(C(=O)c3cccs3)CC2)c1 | -6.2% | 6.8% | 7.6% | -2.1 | 9.4% | -0.8% | 6.8% | -1.4
Cc1nc(S(=O)(=O)Nc2ccc3c(c2)OCCO3)cn1C | -8.0% | -0.1% | 11.1% | 5.1 | 1.3% | -11.7% | -9.1% | 6.9
CSCCC(NS(=O)(=O)c1ccc(C)cc1)C(=O)N1CCN(C(C)=O)CC1 (stereo unspecified) | 22.7% | 1.9% | 1.9% | -12.4 | -5.4% | -0.2% | 12.4% | 0.6
CCOc1cccc2c1OC1(C)CC2NC(=O)N1Cc1ccccc1 (stereo unspecified) | -11.8% | -9.1% | 9.4% | 8.5 | -5.5% | -1.0% | -3.9% | -8.8
COc1ccc(C(CNC(=O)C(C)Oc2ccc(Br)cc2)N2CCCC2)cc1 (stereo unspecified) | -7.2% | 17.8% | 6.0% | -81.2* | 1.9% | -3.7% | -6.5% | -23.3
O=C(CNC1CCCCC1)Nc1cccc(C(F)(F)F)c1 | -1.1% | -3.5% | -5.1% | -3.3 | 2.4% | 10.4% | -4.4% | -4.6
O=C(O)c1ccc(NC(=O)c2ccccc2NC(=O)c2ccccc2Br)cc1 | -1.3% | 4.1% | 2.1% | 15.1 | -7.5% | 0.5% | 21.8% | 4.7
CN(C)NC(=S)NC1CCS(=O)(=O)C1 (stereo unspecified) | 8.4% | -34.1% | 7.3% | 2.1 | 2.7% | 2.1% | 1.5% | 18.4
Cn1nc(NC(=O)C(F)(F)F)c2ncc(-c3ccccc3)nc21 | 6.6% | -18.5% | 0.1% | ? | 23.9% | -1.3% | -3.3% | -11.5
Cc1ccc(C(=O)NCC(c2cccnc2)N2CCc3ccccc32)cc1C (stereo unspecified) | 0.0% | 17.0% | nt | nt | nt | nt | 32.6% | 3.5
COc1ccccc1-c1ccc2c(c1)C(C)(Cc1ccc(Cl)c(Cl)c1)C(=O)N2 (stereo unspecified) | -22.9% | 8.9% | 6.8% | -13.4 | -24.1% | -33.3%[inhibitor] | -4.8% | 5.3
COC(=O)c1ccc2c(=O)n(CCN3CCOCC3)c(SCC(=O)Nc3ccc(C)cc3)nc2c1 | -10.9% | 6.2% | -3.2% | 4.4 | -0.1% | 11.5% | 6.4% | -13.3
CCOC(=O)c1cccc(NC(=O)c2ccc3nc(Cc4ccccc4)oc3c2)c1 | 31.7% | 10.2% | nt | nt | nt | nt | -8.7% | 15.1
COc1ccc(S(=O)(=O)NC2CC(=O)N(c3ccc4c(c3)OCCO4)C2)cc1 (stereo unspecified) | -10.6% | -8.0% | 4.6% | -1.7 | -7.8% | -0.5% | -1.3% | 9.6
CCOC(=O)C1=C(c2ccccc2)c2ccccc2N(S(=O)(=O)C(F)(F)F)C1C(=O)OCC (stereo unspecified) | 24.2% | 27.8% | -1.6% | 44.2 | -16.4% | 8.9% | 5.3% | 12.8
COCCCN(Cc1ccco1)C(=O)Cn1ncc2c(=O)oc3ccc(C)cc3c21 | -1.8% | ? | 4.5% | 3.3 | -0.4% | 0.4% | -1.3% | 1.9

Another view of two compounds above.
> COC(=O)c1ccc2c(=O)n(CCN3CCOCC3)c(SCC(=O)Nc3ccc(C)cc3)nc2c1
- TDP-43 yeast inh = -10.9%
- FUS suppressor = 6.2%
- EPAC2 agonist = -3.2%
- D3 antag = 4.4
- EPAC2 antagonist = -0.1%
- aSyn yeast inh = 11.5%
- Abeta rescue = 6.4%
- DRD3 agonist = -13.3
> CCOC(=O)c1cccc(NC(=O)c2ccc3nc(Cc4ccccc4)oc3c2)c1
- TDP-43 yeast inh = 31.7%
- FUS suppressor = 10.2%
- EPAC2 agonist = nt
- D3 antag = nt
- EPAC2 antagonist = nt
- aSyn yeast inh = nt
- Abeta rescue = -8.7%
- DRD3 agonist = 15.1
